High-throughput results deposited in PubChem BioAssay by National Center for Advancing Translational Sciences (NCATS).
ELG1 DNA repair: ELG1-dependent DNA repair inhibition; HEK293T ELG1-luciferase reporter, luminescence, 16 h; DNA damage induced by 5-fluorouridine; Potency, µM (titrated, usually from 46.1 µM), inactives show at the top dose activity change, negative = inhibition, actives largely listed as inhibitors; 330,000 compounds, 2.3% hits; AID 504467; also: potency is read from the fitted curve at half-maximal effect; % is scaled to controls: 0 for no effect and ±100 for the full control effect; nearly all actives have a fitted effect of over 55% in size
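In this reporter screen, reduction of luminescence relative to DMSO vehicle indicated activity. Compounds and 5-fluorouridine were added together to 2,000 cells per well, incubated for 16 hr at 37 °C, then developed with ONE-Glo.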
S-ASM inh: human S-ASM enzyme inhibition. placental ASM, HMU-PC fluorogenic substrate, 60 min. Potency, µM (top dose mostly 57.5 µM), for inactives: at the highest dose activity change, negative = inhibition, hits mostly inhibitors. 340,000 compounds, 0.006% hits; also: potency is read from the fitted curve at half-maximal effect
Target sequence (P17405 47-631 limits assumed): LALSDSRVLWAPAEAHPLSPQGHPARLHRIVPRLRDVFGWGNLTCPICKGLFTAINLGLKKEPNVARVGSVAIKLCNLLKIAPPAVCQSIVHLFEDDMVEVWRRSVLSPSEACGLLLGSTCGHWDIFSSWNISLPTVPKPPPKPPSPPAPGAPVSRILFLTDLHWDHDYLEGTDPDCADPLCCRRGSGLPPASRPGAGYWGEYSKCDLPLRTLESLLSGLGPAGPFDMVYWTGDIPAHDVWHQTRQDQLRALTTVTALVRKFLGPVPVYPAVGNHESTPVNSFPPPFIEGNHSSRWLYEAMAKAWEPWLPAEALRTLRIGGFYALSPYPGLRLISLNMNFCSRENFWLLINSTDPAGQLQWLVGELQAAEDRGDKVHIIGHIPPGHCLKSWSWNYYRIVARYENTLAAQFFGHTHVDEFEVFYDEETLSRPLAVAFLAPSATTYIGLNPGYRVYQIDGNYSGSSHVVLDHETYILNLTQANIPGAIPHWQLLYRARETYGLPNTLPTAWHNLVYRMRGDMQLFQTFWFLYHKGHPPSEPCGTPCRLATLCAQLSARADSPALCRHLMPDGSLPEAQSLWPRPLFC
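Human placenta-derived ASM enzyme was preincubated with compound for 10 minutes at room temperature, then given fluorogenic substrate HMU-PC0 (9 uM final) for 60 minutes at 37 °C; a pH 10 stop preceded fluorescence reading at Ex 386/Em 447 nm.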
Integrin act MD: activates integrin-mediated alleviation for muscular dystrophy | alpha7betagal myoblasts, beta-gal FDG fluorescence, 48 h | Potency, µM (highest dose often 38.3 µM), inactives show top-dose activation, actives largely listed as activators | 350,000 compounds, 0.064% hits | AID 624291;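 also: potency is read from the fitted curve at half-maximal effect; 100% = response of the positive control SU9516; nearly all actives have a fitted effect of over 60% in size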
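alpha7betagal+/- myoblasts (passage 13, 250/well) treated 48 h at 37C with compounds at 1:260 dilution of DMSO stock. Lysed, then beta-galactosidase activity read as FDG fluorescence (ex 480/em 540) after 30 min, with pre-read for autofluorescence.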
BCR signal inh: blocks chronic active B-cell receptor signaling; Potency, µM (highest dose often 46.1 µM), inactives show top-dose ratio change, negative = lower green/red ratio, most hits filed as inhibitors; ABC-DLBCL IkBa-CBG/CBR reporter, luminescence ratio, 4 h; 340,000 compounds, 0.05% hits; active = well fitted inhibition curve with a large enough effect in the signal ratio, with a control signal flat, not every such curve was filed as active; inconclusive = small, poorly fitted or top-dose-only effect, or effect the other way, or a change in a side signal; the % refers to the signal ratio;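 also: potency is read from the fitted curve at half-maximal effect; plate controls were basal doxycycline-induced cells for no effect and cells given 10 µM MG132 for full effect; MG132 reads +100%, hits lower the ratio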
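Cell line TMD8 (human ABC DLBCL), stably expressing tet-inducible CBG68-IkBa fusion and CBR; IMDM/0.5% FBS; cpd up to 46 uM; dox induction, 4 h, 37C/5% CO2; dual luminescence; green/red ratio; MG132 control.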
TCR activator: activates T cell receptor signaling; Potency, µM (series often up to 9.22 µM), without a hit: at the top dose activation of IL-2 secretion, most hits filed as activators; primary human leukocytes, anti-CD3, IL-2 HTRF, 48 h; 330,000 tested, under 10 active; AID 504894; also: % of control where 0% means no effect
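IL-2 produced over 48 hr by a-CD3 bead-stimulated primary human leukocytes exposed to compounds was detected with a homogeneous time-resolved FRET immunoassay, 665nm acceptor signal after 320nm excitation.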
Eya2 inh: blocks the phosphatase activity of human Eya2; recombinant Eya2, OMFP fluorescence dephosphorylation (OMFP is methylfluorescein phosphate); Potency, µM (titrated, usually from 76.9 µM), without a hit: top-dose activity, negative = inhibition, actives largely listed as inhibitors; O00167; 330,000 compounds, 0.006% hits; also: potency is read from the fitted curve at half-maximal effect; % is scaled to controls: 0 for no effect and ±100 for the full control effect
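Eya2 (0.2 uM) preincubated 10 min at ambient with compound, then OMFP substrate added at 50 uM; 10 min reaction in 50 mM HEPES pH 7.5, 50 mM NaCl, 5 uM MgCl2, 0.05% BSA, 1 mM DTT. Fluorescence read at Ex 485/Em 525 nm.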
TSG101-PTAP inh: blocks PTAP/TSG101 interaction to inhibit HIV-1 budding; 340,000 tested, under 10 active; Q99816; Potency, µM (highest dose often 115 µM), for the others: at the top dose activity change, negative = inhibition, hits mostly inhibitors; AID 493005; Fluorescence polarization, FITC-PTAP peptide / Tsg101 binding; active = well fitted inhibition curve with a large enough effect in the main read-out, with a control signal flat, not every such curve was filed as active; inconclusive = small, poorly fitted or top-dose-only effect, or effect the other way, or a change in a side signal; inactive = no such curve, though single readings can be large or run the other way; also: potency is read from the fitted curve at half-maximal effect; % of control where 0% means no effect
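Compounds were pin-transferred onto Tsg101 binding domain (10 uM final) in HEPES pH 7.5 buffer, then FITC-PTAP peptide was added at 50 nM final. After 20 min at RT, polarization reported peptide displacement across a qHTS concentration series.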
Mito fusion act: mitochondrial division inhibition or fusion activation | Potency, µM (highest dose often 46.1 µM), for inactives: at the top dose growth rescue (activation), hits mostly activators | 320,000 compounds, 0.23% hits | S. cerevisiae fusion-defective mutant growth rescue, CellTiterGlo 48 h | AID 485298;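 also: potency is read from the fitted curve at half-maximal effect; % of control where 0% means no effect; nearly all actives have a fitted effect of over 45% in size; temperature-sensitive fusion mutants such as fzo1-1 at 37 °C on non-fermentable ethanol glycerol medium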
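Compounds are tested for their ability to restore growth of mitochondrial fusion-defective yeast strains at non-permissive 37C in YPEG medium over 48 hours. Viability is quantified by luciferase luminescence.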
Tb PFK inh: T. brucei PFK enzyme inhibition; 330,000 compounds, 0.17% hits; AID 485367; Potency, µM (titrated, usually from 57.5 µM), for inactives: top-dose activity, negative = inhibition, hits mostly inhibitors; O15648; T. brucei PFK, ADP-Glo luminescence;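 also: potency is read from the fitted curve at half-maximal effect; 0% = uninhibited 1x PFK enzyme wells and -100% = no-enzyme wells; nearly all actives have a fitted effect of over 60% in size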
Target sequence (O15648 whole entry, looked up): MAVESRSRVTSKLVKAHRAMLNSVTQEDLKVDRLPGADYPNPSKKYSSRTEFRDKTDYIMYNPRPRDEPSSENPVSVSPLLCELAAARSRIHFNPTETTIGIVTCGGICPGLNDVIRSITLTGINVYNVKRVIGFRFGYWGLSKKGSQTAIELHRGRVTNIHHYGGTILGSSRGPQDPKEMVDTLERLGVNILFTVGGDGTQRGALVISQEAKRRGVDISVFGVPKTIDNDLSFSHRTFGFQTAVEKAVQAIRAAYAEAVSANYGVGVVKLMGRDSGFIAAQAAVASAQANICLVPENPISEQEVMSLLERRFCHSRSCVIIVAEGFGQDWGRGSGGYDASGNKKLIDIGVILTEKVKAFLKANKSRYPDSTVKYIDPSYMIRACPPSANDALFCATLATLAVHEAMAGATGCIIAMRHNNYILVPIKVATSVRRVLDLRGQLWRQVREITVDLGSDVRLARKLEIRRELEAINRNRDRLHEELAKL
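Compounds were pin-transferred as a titration series up to 57 uM into substrate buffer (0.5 mM F6P, 0.1 mM ATP, pH 8.0), then 1.25 nM PFK was added and reactions ran 45 min before ADP-Glo detection.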
TSHR antag: blocks TSH signaling through the human TSH receptor; P16473; TSHR-expressing cells, TSH-stimulated cAMP HTRF, 2 h; hits give low values; activity change, negative = inhibition, % at 11.5 µM; 330,000 compounds, 0.2% hits; AID 504810;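 active = activity change below a set negative limit, meaning inhibition stronger than a set level, cut at about -70% in these data; inconclusive = activity change between two set negative limits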; also: % is scaled to controls: 0 for no effect and ±100 for the full control effect
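Antagonism was scored as loss of TSH-driven cAMP in TSHR cells, stimulated with 4nM TSH (EC80) for 2 hours at 37 deg C and detected by homogeneous HTRF competition immunoassay.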
A-T KAP1 phos: potential ataxia-telangiectasia treatments restoring KAP-1 phosphorylation; […] A-T fibroblasts, KAP-1 phosphorylation AlphaLISA; neocarzinostatin DNA damage 30 min before lysis; Potency, µM (top dose mostly 57.5 µM), for inactives: top-dose activation, actives largely listed as activators; 320,000 compounds, 0.19% hits; also: potency is read from the fitted curve at half-maximal effect; % of control where 0% means no effect; nearly all actives have a fitted effect of over 45% in size
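hTERT-immortalized A-T patient fibroblasts ([…]), 500 cells/well in OPTI-MEM, 1% FBS, got compounds for 60 min, then NCS for 30 min at 37C. Lysates were then assayed for phospho-KAP-1 by AlphaLISA (anti-pKAP1 donor, anti-KAP1 acceptor beads), 6 hr at 25C.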
* = called active by the depositor; ? = inconclusive; . = no result given; [ ] = remark or other dose. Unless noted, calls follow the shape of the dose curve; as a rule, active = well fitted curve in the direction sought with a large enough effect; inconclusive = small, poorly fitted or top-dose-only effect, or another doubt; inactive = no such curve, though single readings can be large; an effect the other way counts as inactive or inconclusive.

Under each structure: Eya2 inh	TSG101-PTAP inh	TSHR antag	Tb PFK inh	TCR activator	Mito fusion act	ELG1 DNA repair	S-ASM inh	Integrin act MD	A-T KAP1 phos	BCR signal inh
1. COc1cc(/C=N/O)ccc1OCc1ccc([N+](=O)[O-])cc1
    -1%	-3%	-5	-6%	3%[46.1 µM]	5%	?	0%	-8%	2%	?
2. Cc1noc(C)c1COc1ccc(C(=O)N2CCCC(C(N)=O)C2)cc1 (stereo not given)
    -3%	-6%	3	-1%	3%	0%	5%	5%	-5%	7%	-3%
3. N/C(=N\OC(=O)Nc1ccc(Cl)c(Cl)c1)c1ncc(C(F)(F)F)cc1Cl
    3%	-1%	2	13µM*	-3%	1%	-3%	-1%	7%	.	?
4. CC(C)Oc1ccc2nnnn2n1
    2%	-4%	5	4%	-7%	2%	7%	-2%	6%	-9%	3%
5. Cn1c(=O)[nH]c(=O)c2c1nc(Br)n2C/C=N/NC(N)=S
    0%	.	-6	-7%	.	-1%	-3%	.	.	0%	?
6. CC1(C)CNc2cc(N)ccc2S1
    14%	-1%	2	-5%	1%	-3%	-1%	22%	9%	0%	-3%
7. Cc1ccccc1-n1nnnc1SCC(N)=O
    13%	-3%	-3	-2%	-23%	1%	-22%	0%	-1%	3%	0%
8. N#CC(c1ccccc1O)N1N=C(c2ccccc2)CC1c1ccccc1 (stereo not given)
    14%	0%	-6	0%	-3%	20%	?	-17%	-12%	-9%	-1%
9. O=C(CN1C(=O)NC2(CCCC2)C1=O)N1CCN(C(=O)c2ccco2)CC1
    -5%	.	-2	-4%	.	0%	10%	3%	-6%	2%	-3%
10. Cc1cc(CNC(=O)CC2C(=O)NCCN2Cc2ccc(-c3ccccc3)cc2)nn1C (stereo not given)
    -8%	0%	-2	0%	0%	-3%	-4%	-2%	6%	1%	0%
11. CCOC(=O)/C(CCC[N+](C)(CC)CC)=N\O
    1%	-2%	12	1%	-10%	-10%	0%	-2%	9%	0%	3%
12. CC(C)NS(=O)(=O)c1ccc(NC(=O)NC2CCCCC2)cc1
    0%	-4%	16	0%	-4%[46.1 µM]	0%	13%	3%	5%	3%	3%
13. CCOC(=O)C1=C(C)N(CC)C(=S)NC1c1ccc(Cl)cc1 (stereo not given)
    2%	2%	15	-3%	2%[46.1 µM]	0%	-6%	-1%	-22%	-3%	?
14. O=C(CN1C(=O)NC2(CCCC2)C1=O)N1CCN(S(=O)(=O)c2ccccc2F)CC1
    3%	-9%	18	0%	2%	0%	5%	.	10%	4%	-2%
15. COC(=O)CSc1nc(-c2ccccc2)nc2ccccc12
    -13%	-1%	5	-2%	1%	17%	1%	-2%	27%	23%	1%
16. Cc1cccc(NC(=S)NC(=O)c2ccco2)c1C
    0%	3%	-19	1%	6%	-10%	?	0%	-5%	-2%	6%
17. O=C(NCC(O)CO)c1ccc2[nH]c3ccccc3c2c1 (stereo not given)
    1%	-3%	-9	1%	1%[46.1 µM]	-1%	0%	0%	14%	4%	?
18. Nc1ccc(S(=O)(=O)N2CCCC2)cc1Cl
    10%	-6%	1	-1%	2%	-1%	-8%	-1%	-26%	-11%	1%
19. CCS(=O)(=O)c1nc2ccccc2n1CC(=O)N1CCOCC1
    18%	-8%	2	-2%	-4%	-3%	7%	1%	-5%	2%	6%
20. Nc1ncnc(Nc2cc(Cl)cc(Cl)c2)c1[N+](=O)[O-]
    12%	-2%	1	0%	-3%[46.1 µM]	-7%	9%	5%	15%	0%	1%
21. O=C(O)CCN1C(=O)c2ccc(NC(=O)CCc3ccccc3)cc2C1=O
    -3%	-1%	-2	-6%	3%	4%	0%	25%	-10%	3%	0%
22. COc1ccc(CN(C)CC(=O)N2CCc3ccccc3C2)cc1
    6%	0%	-6	1%	1%	-2%	4%	4%	10%	-1%	-5%
23. Cn1c(C(=O)N(Cc2ccccc2)Cc2ccccn2)cc2sccc21
    -15%	-2%	44	-2%	.	24%	-16%	-1%	-17%[7.66 µM]	-1%	-2%
24. O=C(NC1CCS(=O)(=O)C1)c1ccc(S(=O)(=O)N2CCCC2)cc1 (stereo not given)
    2%	.	12	-10%	-2%	0%	-2%	5%	23%	0%	2%
25. O=C(Nc1ccc(S(=O)(=O)Nc2ncccn2)cc1)C1=COCCO1
    -11%	0%	-20	-7%	0%	-2%	20%	6%	-4%	4%	?
26. C[C@]12c3[nH]c4ccc(Cl)cc4c3CCN1C(=O)[C@@H](CC(=O)NCc1ccco1)C[C@@H]2C(=O)N1CCOCC1
    5%	0%	-12	-3%	0%[46.1 µM]	.	-11%	7%	-25%	5%	-7%
27. S=c1[nH]nc(C2CCCCC2)n1/N=C/c1cccc(Br)c1
    -7%	0%	-12	-5%	-1%	-19%	3%	-5%	-14%	4%	0%
28. CC(C)COc1ccc(C(=O)N2C(=O)c3ccc(N)cc3C2=O)cc1
    6%	-6%	2	-4%	8%	-1%	14%	70%[activator]	-13%	-5%	?
29. Cc1noc(C)c1COc1ccc(C(=O)NNC(=O)c2ccccc2)cc1
    12%	-2%	-2	-1%	3%	-10%	-3%	8%	-5%	2%	?
30. CSCCC(NC(=O)c1ccccc1Cl)C(=O)NNC(=O)c1csc(N2CCOCC2)n1 (stereo not given)
    10%	-2%	10	-3%	-5%	1%	1%	-1%	-7%	-6%	-9%
31. COc1ccc(C2CC(c3ccccc3)=NN2C(=O)COC(=O)COc2ccccc2)cc1 (stereo not given)
    6%	-1%	-15	5%	4%	12%	-12%	-3%	22%	0%	?
32. CCOc1ccccc1NCc1cc(=O)oc2cc(C)ccc12
    1%	-3%	-16	0%	-1%	2%	1%	3%	3%	-8%	7%
33. O=C(CCc1nnc(COc2ccccc2)o1)NC1(c2ccccc2)CC1
    -18%	1%	-5	-2%	1%	2%	1%	1%	5%	-1%	-1%

Some of these compounds in order of heavy-atom count, high to low:
Under each structure: Eya2 inh	TSG101-PTAP inh	TSHR antag	Tb PFK inh	TCR activator	Mito fusion act	ELG1 DNA repair	S-ASM inh	Integrin act MD	A-T KAP1 phos	BCR signal inh
14. O=C(CN1C(=O)NC2(CCCC2)C1=O)N1CCN(S(=O)(=O)c2ccccc2F)CC1
    3%	-9%	18	0%	2%	0%	5%	.	10%	4%	-2%
3. N/C(=N\OC(=O)Nc1ccc(Cl)c(Cl)c1)c1ncc(C(F)(F)F)cc1Cl
    3%	-1%	2	13µM*	-3%	1%	-3%	-1%	7%	.	?
22. COc1ccc(CN(C)CC(=O)N2CCc3ccccc3C2)cc1
    6%	0%	-6	1%	1%	-2%	4%	4%	10%	-1%	-5%
19. CCS(=O)(=O)c1nc2ccccc2n1CC(=O)N1CCOCC1
    18%	-8%	2	-2%	-4%	-3%	7%	1%	-5%	2%	6%
1. COc1cc(/C=N/O)ccc1OCc1ccc([N+](=O)[O-])cc1
    -1%	-3%	-5	-6%	3%[46.1 µM]	5%	?	0%	-8%	2%	?
17. O=C(NCC(O)CO)c1ccc2[nH]c3ccccc3c2c1 (stereo not given)
    1%	-3%	-9	1%	1%[46.1 µM]	-1%	0%	0%	14%	4%	?
11. CCOC(=O)/C(CCC[N+](C)(CC)CC)=N\O
    1%	-2%	12	1%	-10%	-10%	0%	-2%	9%	0%	3%
